Screening data from PubChem.
Ecoli WT expand: E. coli BW25113 growth inhibition, expanded screen; growth inhibition, % at 100 µM; OD600 absorbance; hit rate 0.15% among 98,000;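 active = growth inhibition above about 50% at one test dose, limit read from the data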;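 note: growth measured after 20 h incubation at 37 °C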
S1P2 antag: blocks the human S1P2 receptor; O95136; cell-based S1P2 antagonist assay, inhibition at 5 uM; inhibition, % at 5 µM; hit rate 0.21% among 97,000; AID 736; in the data active = inhibition above about 45%;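 note: CRE beta-lactamase reporter cells expressing human S1P2 stimulated with S1P; 0% = agonist at EC80 alone and 100% = agonist plus reference antagonist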
Target sequence (O95136 whole entry, looked up): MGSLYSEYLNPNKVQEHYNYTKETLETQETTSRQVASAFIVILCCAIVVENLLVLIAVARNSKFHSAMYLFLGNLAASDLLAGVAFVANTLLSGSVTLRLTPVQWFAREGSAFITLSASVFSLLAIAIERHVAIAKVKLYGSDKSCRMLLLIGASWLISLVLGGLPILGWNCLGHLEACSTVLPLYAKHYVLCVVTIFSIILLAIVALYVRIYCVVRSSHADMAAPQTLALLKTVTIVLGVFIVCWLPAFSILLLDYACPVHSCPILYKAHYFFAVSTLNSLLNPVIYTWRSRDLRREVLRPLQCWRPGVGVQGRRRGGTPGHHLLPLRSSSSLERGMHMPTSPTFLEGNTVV
Fibroblast inh: blocks proliferation of human lung fibroblasts | LL 47 human lung fibroblast viability, ATP luminescence; hits give low values | hit rate 1.1% among 85,000 | viability, % at 10 µM;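 active = viability at or below 50% in the single dose screen; inactive = viability above 50%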;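 note: compound exposure lasted 72 h before the ATP readout; 100% = median luminescence of untreated cell-only wells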
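Benchmarks: Cell-only wells, no compound | Test system: LL 47 human lung fibroblasts, passage 12 or lower | Input: 1,150 cells/well | Measured by: CellTiter-Glo luminescence measuring cellular ATP | Medium: IMEM, 15% FBS supplement | Schedule: Overnight attachment after seeding, then 72 h compound exposure at 37 °C | Doses: Compound addition at 0.1% DMSO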
PostGolgi yeast: growth inhibition of a yeast mutant, post-Golgi transport screen; post-Golgi transport phenotypic cell assay; hit rate 0.9% among 98,000; inhibition, % at 10 µM; AID 739;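 note: yeast cells grown in 1536-well plates; yeast grown about 18 h at 30C before absorbance read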
H69AR growth 86K: growth inhibitors of human H69AR lung tumor cells. H69AR lung tumor viability, ATP luminescence, 72 h; hits give low values. viability, % at 10 µM. hit rate 6% among 85,000;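 active = viability at or below 40%; inactive = viability above 40%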;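 note: multidrug resistant small cell line overexpressing MRP-1 efflux transporter; 100% = mean luminescence of untreated control wells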
hDAT+cocaine: changed human dopamine transporter uptake under cocaine IC80; AID 449768; LLC-PK1 hDAT cells, [14C]-dopamine uptake with cocaine IC80; actives deviate in either direction; Q01959; B-score at 10 µM; hit rate 1.3% among 110,000;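 active = Z score or B-score, a plate-position-corrected score, falls beyond the plate's 99.7% confidence bounds, in either direction; inactive = both scores lie inside the 99.7% bounds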;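 note: scored against the spread of the other compound wells on the same plate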
Target sequence (Q01959 whole entry, looked up): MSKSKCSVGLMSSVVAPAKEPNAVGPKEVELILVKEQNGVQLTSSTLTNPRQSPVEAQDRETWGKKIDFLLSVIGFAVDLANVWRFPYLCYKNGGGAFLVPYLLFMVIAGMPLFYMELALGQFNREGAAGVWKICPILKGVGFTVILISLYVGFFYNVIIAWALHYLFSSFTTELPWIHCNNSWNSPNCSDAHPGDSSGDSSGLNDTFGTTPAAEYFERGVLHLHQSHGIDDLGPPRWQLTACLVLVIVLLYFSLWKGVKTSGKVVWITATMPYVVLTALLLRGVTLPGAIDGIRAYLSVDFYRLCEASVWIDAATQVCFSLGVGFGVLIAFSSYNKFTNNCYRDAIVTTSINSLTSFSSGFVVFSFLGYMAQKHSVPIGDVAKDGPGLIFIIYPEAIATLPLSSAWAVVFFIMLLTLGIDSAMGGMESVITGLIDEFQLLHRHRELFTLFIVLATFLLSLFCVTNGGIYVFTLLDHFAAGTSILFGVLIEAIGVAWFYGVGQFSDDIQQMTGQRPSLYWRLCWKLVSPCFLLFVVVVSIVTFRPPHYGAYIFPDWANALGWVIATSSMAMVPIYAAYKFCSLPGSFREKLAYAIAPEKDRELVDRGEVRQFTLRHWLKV
HUVEC inhibit: inhibitors of human endothelial cell proliferation; HUVEC proliferation, CellTiter-Glo luminescence, 72 h; hits give low values; viability, % at 10 µM (by protocol); hit rate 1.1% among 86,000;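 active = viability at or below 30%; inactive = viability above 30%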;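 note: 100% = median luminescence of DMSO-only cell control wells on each plate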
PostGolgi ctrl: inhibits growth of the yeast control strain | efflux-deficient yeast background strain, growth absorbance A615, 16 h | inhibition, % at 10 µM | hit rate 5% among 98,000 | AID 738
S1P2 agonist: activates the human S1P2 receptor; O95136; S1P2-expressing cell line, agonist reporter read-out; activation, % at 4.5 µM; hit rate 0.46% among 97,000; AID 729; in the data active = activation above about 16%;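 note: 0% = vehicle low control and 100% = maximal reference agonist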
* marks the source's active call; other numbers are inactive results. Cut-off read from the data, not from the text of the source, unless noted: active = inhibition above about 30%; inactive = the rest.

CCN(CC)C(=O)C1CCN(CC2CC=CCC2)CC1 (configuration not stated) was read as Ecoli WT expand -2, S1P2 antag -11, Fibroblast inh 106, PostGolgi yeast 10, H69AR growth 86K 86, hDAT+cocaine 0.0078, HUVEC inhibit 105, PostGolgi ctrl 13 and S1P2 agonist -3.
For CN(C)c1nc(Oc2ccc(C(=O)OCC(=O)Nc3ccccc3)cc2)nc(N(C)C)n1 the results were Ecoli WT expand 7, S1P2 antag 1, Fibroblast inh 94, PostGolgi yeast -11, H69AR growth 86K 90, hDAT+cocaine 0.65, HUVEC inhibit 100, PostGolgi ctrl -8 and S1P2 agonist -11.
`C=CCn1c(COc2ccccc2)nnc1SCC(=O)N/N=C/c1ccc(C)cc1` gave Ecoli WT expand 14, S1P2 antag 22, PostGolgi yeast -8, hDAT+cocaine 1.6, PostGolgi ctrl 7 and S1P2 agonist -3.
`O=C(CSc1nnc(-c2ccc(Cl)s2)o1)N1CCOCC1` gave S1P2 antag -6, Fibroblast inh 99, H69AR growth 86K 102, HUVEC inhibit 91 and S1P2 agonist -4.
`COC(=O)c1cc(Br)c(=O)n(-c2ccc(OC)cc2)c1` gave Ecoli WT expand -7, S1P2 antag 5, Fibroblast inh 94, PostGolgi yeast -1, H69AR growth 86K 109, HUVEC inhibit 98, PostGolgi ctrl -9 and S1P2 agonist 0.
Screening O=C(CSc1ccsc1[N+](=O)[O-])NCCc1ccccc1 returned Ecoli WT expand 0, S1P2 antag -6, Fibroblast inh 94, PostGolgi yeast -2, H69AR growth 86K 83, hDAT+cocaine 0.19, HUVEC inhibit 96, PostGolgi ctrl -10 and S1P2 agonist -7.
Screening CCCNC(=O)C(=O)c1cccn1-c1ccsc1C(=O)OC returned Ecoli WT expand -1, S1P2 antag 7, Fibroblast inh 108, PostGolgi yeast 12, H69AR growth 86K 97, hDAT+cocaine -0.53, HUVEC inhibit 98, PostGolgi ctrl 5 and S1P2 agonist -4.
Screening CCn1c(SCCN2CCCCC2)nnc1-c1ccc(S(=O)(=O)N2CCOCC2)cc1 returned Ecoli WT expand -3, S1P2 antag -6, Fibroblast inh 93, PostGolgi yeast 3, H69AR growth 86K 92, hDAT+cocaine 0.36, HUVEC inhibit 103, PostGolgi ctrl 5 and S1P2 agonist 0.
Screening Cc1nn(-c2cc(Cl)ccc2N)c(=O)c2ccccc12 returned Ecoli WT expand 8, S1P2 antag 4, Fibroblast inh 93, PostGolgi yeast 3, H69AR growth 86K 104, hDAT+cocaine 0.038, HUVEC inhibit 90, PostGolgi ctrl 0 and S1P2 agonist -6.
CCOC(=O)CN1C(=O)SC(CC(=O)Nc2nccs2)C1=O (configuration not stated) was read as Ecoli WT expand -6, S1P2 antag -35, Fibroblast inh 92, PostGolgi yeast -6, H69AR growth 86K 87, hDAT+cocaine -0.41, HUVEC inhibit 86, PostGolgi ctrl 14 and S1P2 agonist -1.
For Cc1ccc(N(CC(=O)N2CCOCC2)S(C)(=O)=O)cc1C the results were Ecoli WT expand 4, S1P2 antag 4, Fibroblast inh 106, PostGolgi yeast 6, H69AR growth 86K 97, hDAT+cocaine 0.12, HUVEC inhibit 92, PostGolgi ctrl 3 and S1P2 agonist 2.
`O=C1CCC(/C=C/c2ccccc2)=NN1Cc1ccccc1Cl` gave Ecoli WT expand -6, S1P2 antag 0, Fibroblast inh 112, PostGolgi yeast -16, H69AR growth 86K 96, hDAT+cocaine -0.096, HUVEC inhibit 103, PostGolgi ctrl 39* and S1P2 agonist -6.

Part of the list above in order of length of the SMILES, low to high:
Screening Cc1nn(-c2cc(Cl)ccc2N)c(=O)c2ccccc12 returned Ecoli WT expand 8, S1P2 antag 4, Fibroblast inh 93, PostGolgi yeast 3, H69AR growth 86K 104, hDAT+cocaine 0.038, HUVEC inhibit 90, PostGolgi ctrl 0 and S1P2 agonist -6.
Screening O=C(CSc1ccsc1[N+](=O)[O-])NCCc1ccccc1 returned Ecoli WT expand 0, S1P2 antag -6, Fibroblast inh 94, PostGolgi yeast -2, H69AR growth 86K 83, hDAT+cocaine 0.19, HUVEC inhibit 96, PostGolgi ctrl -10 and S1P2 agonist -7.
`COC(=O)c1cc(Br)c(=O)n(-c2ccc(OC)cc2)c1` gave Ecoli WT expand -7, S1P2 antag 5, Fibroblast inh 94, PostGolgi yeast -1, H69AR growth 86K 109, HUVEC inhibit 98, PostGolgi ctrl -9 and S1P2 agonist 0.
For CN(C)c1nc(Oc2ccc(C(=O)OCC(=O)Nc3ccccc3)cc2)nc(N(C)C)n1 the results were Ecoli WT expand 7, S1P2 antag 1, Fibroblast inh 94, PostGolgi yeast -11, H69AR growth 86K 90, hDAT+cocaine 0.65, HUVEC inhibit 100, PostGolgi ctrl -8 and S1P2 agonist -11.

Continued.
For CN1/C(=C\C(=O)C(F)F)C(C)(C)c2ccccc21 the results were Ecoli WT expand 9, S1P2 antag 15, Fibroblast inh 99, PostGolgi yeast -7, H69AR growth 86K 106, hDAT+cocaine 0.22, HUVEC inhibit 99, PostGolgi ctrl 10 and S1P2 agonist -2.
`CCOC(=O)c1sc2nc3c(cc2c1N)COC(C)(C)C3` gave Ecoli WT expand -6, S1P2 antag 5, Fibroblast inh 101, PostGolgi yeast 14, H69AR growth 86K 78, hDAT+cocaine 2.1, HUVEC inhibit 100, PostGolgi ctrl -8 and S1P2 agonist 1.
Screening CCn1cc(C(=O)NC(=S)Nc2cccc(O)c2)cn1 returned Ecoli WT expand 6, S1P2 antag -5, PostGolgi yeast 0, hDAT+cocaine -0.39, PostGolgi ctrl 23 and S1P2 agonist -2.
Cc1cc(-c2ccccc2)nc(N2CCN(c3ccccn3)CC2)n1 was read as Ecoli WT expand -11, S1P2 antag 6, Fibroblast inh 86, PostGolgi yeast -3, H69AR growth 86K 84, hDAT+cocaine -0.14, HUVEC inhibit 79, PostGolgi ctrl 15 and S1P2 agonist -6.
For C=C(C)c1nc(N)nc(N)n1 the results were Ecoli WT expand 2, S1P2 antag 4, Fibroblast inh 89, PostGolgi yeast 0, H69AR growth 86K 57, hDAT+cocaine 0.26, HUVEC inhibit 96, PostGolgi ctrl 3 and S1P2 agonist -9.
For CCOC(=O)N1CCN(C(=O)c2ccc3c(c2)NC(=O)C(N2CCOCC2)S3)CC1 (configuration not stated) the results were Ecoli WT expand -2, S1P2 antag 5, Fibroblast inh 94, PostGolgi yeast -17, H69AR growth 86K 87, HUVEC inhibit 97, PostGolgi ctrl -9 and S1P2 agonist -3.
`C=C(C)c1cccc(C(C)(C)NC(=O)N2CCC(C)CC2)c1` gave Ecoli WT expand 4, S1P2 antag 9, Fibroblast inh 106, PostGolgi yeast -3, H69AR growth 86K 87, hDAT+cocaine -0.71, HUVEC inhibit 99, PostGolgi ctrl -2 and S1P2 agonist -5.
`CCCCSc1nnc2nc(C)cc(C)n12` gave Ecoli WT expand 1, S1P2 antag 4, Fibroblast inh 88, PostGolgi yeast 9, H69AR growth 86K 93, hDAT+cocaine -0.74, HUVEC inhibit 95, PostGolgi ctrl 19 and S1P2 agonist -3.
O=C(N/N=C/c1cccc([N+](=O)[O-])c1)c1ccc2c(c1)OCCO2 was read as Ecoli WT expand -2, S1P2 antag 11, PostGolgi yeast 24, hDAT+cocaine -0.1, PostGolgi ctrl 15 and S1P2 agonist -4.
`COc1ccc(S(=O)(=O)N2CCN(c3ccc(C)cc3C)CC2)cc1OC` gave Ecoli WT expand -7, S1P2 antag 21, Fibroblast inh 97, PostGolgi yeast 8, H69AR growth 86K 99, hDAT+cocaine -0.97, HUVEC inhibit 87, PostGolgi ctrl 17 and S1P2 agonist -5.
Screening COc1ccc(S(=O)(=O)n2nc(-c3ccc(Cl)cc3)cc2N)cc1OC returned Ecoli WT expand -6, S1P2 antag -4, Fibroblast inh 97, PostGolgi yeast -1, H69AR growth 86K 87, hDAT+cocaine -1.2, HUVEC inhibit 102, PostGolgi ctrl 31* and S1P2 agonist 4.
CCc1ccc(-c2cc(C(=O)N3N=C(C(F)F)CC3(O)C(F)F)c3ccccc3n2)cc1 (configuration not stated) was read as Ecoli WT expand -7, S1P2 antag 14, PostGolgi yeast 2, hDAT+cocaine 0.61, PostGolgi ctrl 37* and S1P2 agonist -7.
`COc1ccc(-c2nnn(CC(=O)NCCc3c[nH]c4ccccc34)n2)cc1OC` gave Ecoli WT expand -12, S1P2 antag 18, PostGolgi yeast 7, hDAT+cocaine 2.5, PostGolgi ctrl 8 and S1P2 agonist -5.
Cc1cccc[n+]1CC(=O)Nc1ccc([N+](=O)[O-])cc1Cl was read as Ecoli WT expand -5, S1P2 antag 13, PostGolgi yeast -4, hDAT+cocaine -0.85, PostGolgi ctrl -7 and S1P2 agonist -4.
For Cc1cccc(C(=O)NCCN(C)C)c1 the results were Ecoli WT expand -11, S1P2 antag -13, Fibroblast inh 94, PostGolgi yeast -6, H69AR growth 86K 99, hDAT+cocaine -0.9, HUVEC inhibit 91, PostGolgi ctrl -1 and S1P2 agonist 0.
Screening O=C(NCc1ccc(F)cc1)C(c1ccncc1)N(C(=O)c1csnn1)C1CC1 (configuration not stated) returned Ecoli WT expand -7, S1P2 antag -1, Fibroblast inh 98, PostGolgi yeast 0, H69AR growth 86K 80, HUVEC inhibit 110, PostGolgi ctrl 9 and S1P2 agonist -1.
Screening CCOC(=O)c1oc2c(CN3CCCCC3C)c(O)ccc2c(=O)c1-c1ccc(OC)c(OC)c1 (configuration not stated) returned Ecoli WT expand 1, S1P2 antag 4, Fibroblast inh 98, PostGolgi yeast -7, H69AR growth 86K 46, hDAT+cocaine 1.5, HUVEC inhibit 84, PostGolgi ctrl 0 and S1P2 agonist -2.
Screening O=C(COc1ncnc2ccc(Br)cc12)Nc1ccc(N2CCOCC2)cc1 returned Ecoli WT expand -2, S1P2 antag 12, Fibroblast inh 99, PostGolgi yeast -5, H69AR growth 86K 83, hDAT+cocaine 1.4, HUVEC inhibit 95, PostGolgi ctrl 1 and S1P2 agonist -7.
`Cc1ccc(CNC(=O)C2c3ccccc3C(=O)N3CCc4ccccc4C23)o1` (configuration not stated) gave Ecoli WT expand 12, S1P2 antag 3, Fibroblast inh 102, PostGolgi yeast -1, H69AR growth 86K 55, hDAT+cocaine 0.81, HUVEC inhibit 89, PostGolgi ctrl 7 and S1P2 agonist -2.
Screening CCc1ccc(CNCCSc2nnnn2C)cc1 returned Ecoli WT expand 3, S1P2 antag -28, Fibroblast inh 104, PostGolgi yeast -3, H69AR growth 86K 96, hDAT+cocaine 0.25, HUVEC inhibit 103, PostGolgi ctrl 10 and S1P2 agonist -6.
O=C(CN1CCN(c2nc(-c3ccccc3)cs2)CC1)NCc1ccc2c(c1)OCO2 was read as Ecoli WT expand -22, S1P2 antag -7, Fibroblast inh 92, PostGolgi yeast -4, H69AR growth 86K 100, hDAT+cocaine 1, HUVEC inhibit 95, PostGolgi ctrl 45* and S1P2 agonist -7.
Screening Cc1ccc(NC(=O)Nc2nc(-c3ccc(C)s3)cs2)cc1 returned Ecoli WT expand -7, S1P2 antag 7, PostGolgi yeast -6, hDAT+cocaine -0.5, PostGolgi ctrl 1 and S1P2 agonist -8.
`COC(=O)c1ccc2c(=O)n(CC3CCCO3)c(SCC(=O)Nc3ccccc3Cl)nc2c1` (configuration not stated) gave Ecoli WT expand -1, S1P2 antag 7, Fibroblast inh 80, PostGolgi yeast 4, H69AR growth 86K 8.2*, hDAT+cocaine 0.11, HUVEC inhibit 47, PostGolgi ctrl 20 and S1P2 agonist -5.
COCCCNC(=O)CCCn1c(=O)[nH]c2ccccc2c1=O was read as Ecoli WT expand 8, S1P2 antag 18, PostGolgi yeast 3, H69AR growth 86K 93, hDAT+cocaine -0.081, HUVEC inhibit 96, PostGolgi ctrl -1 and S1P2 agonist -8.
